Insulin prom inh: TRM-6 insulin promoter activity inhibition | TRM-6 cells (human fetal islet line), insulin promoter-eGFP reporter, imaging; reporter expression induced with tamoxifen | inhibition, % at 2 µM | 130,000 tested, 0.9% active | AID 1273;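 active = inhibition above the mean plus 3 SD, with well images judged a real hit on visual review, cut at about 60% in these data, passing the limit was not always enough; inconclusive = inhibition over the cutoff but images rejected on review; inactive = inhibition not above the cutoff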
SDO1 yeast rescue: compounds rescuing growth of sdo1-depleted yeast, bone marrow failure model; S. cerevisiae sdo1-depleted JHY4D growth rescue, OD600 30 h; hits give high values; pdr5 snq2 efflux-pump mutant strain; z-score at 10 µM; 140,000 tested, 0.21% active; AID 817;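 active = z-score above 3 at both the 24 hr and the 30 hr optical density reads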;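 note: z-score against mean and SD of all compound wells on the same plate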
SDO1 yeast rescue Rescue 24 h: second read-out of SDO1 yeast rescue, no call of its own (marks repeat the call); z-score; S. cerevisiae sdo1-depleted JHY4D growth rescue, OD600; measured here: growth rescue at 24 h;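 0 is the plate mean of compound wells and units are plate SD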
Numbers without * were called inactive; ? = inconclusive; / = no result given.

Preview, two compounds:
canonical_smiles | Insulin prom inh | SDO1 yeast rescue | SDO1 yeast rescue Rescue 24 h
O=C(Nc1sccc1C(=O)N1CCOCC1)c1cccnc1 | 0.0 | 0.03 | 0.39
O=C(CCn1nc(-c2ccccc2)c2ccccc2c1=O)NCC1CCCO1 (stereo unspecified) | -20.0 | 2.4 | 2.39

The list itself, previewed entries included:
canonical_smiles | Insulin prom inh | SDO1 yeast rescue | SDO1 yeast rescue Rescue 24 h
O=C(Nc1sccc1C(=O)N1CCOCC1)c1cccnc1 | 0.0 | 0.03 | 0.39
O=C(CCn1nc(-c2ccccc2)c2ccccc2c1=O)NCC1CCCO1 (stereo unspecified) | -20.0 | 2.4 | 2.39
CCN(CC)CCNC(=O)/C(=C\c1cccn1C)NC(=O)c1cccs1 | 64.9 | 1.12 | 1.09
O=C(COc1ncnc2c(Cl)cc(Cl)cc12)N1CCCCC1 | / | -0.72 | -0.07
CCOC(=O)C1CCCN(c2c(NCCCN(C)Cc3ccccc3)c(=O)c2=O)C1 (stereo unspecified) | / | 0.53 | -0.15
O=[N+]([O-])c1ccc(NC(=S)N/C(=N/CS(=O)(=O)c2ccccc2)c2ccccc2)cc1 | 23.1 | -0.57 | -0.59
Cc1cc(C)c2c(n1)SCC(=O)N2CC(=O)NCCC1=CCCCC1 | / | 1.61 | 2.23
Cc1cccc(N2CC(C(=O)Nc3nnc(SCC(=O)Nc4cc(C)on4)s3)CC2=O)c1 (stereo unspecified) | -28.6 | -1.22 | -0.31
O=C1CSC(=Nc2cc(Cl)ccc2Cl)N1 | 18.2 | -0.11 | 0
CCSc1nnc(-c2cc3c(s2)-c2ccccc2CC3)o1 | 6.7 | 0.73 | 2.08
COc1ccccc1OCCn1c(CO)nc2ccccc21 | / | 0.83 | 0.13
CC(C)(C)C(=O)/C=C(N)/C=C/c1ccccc1 | / | -0.83 | -0.98
COC(=O)c1cc(NC(=O)c2c(Cl)nc3sccn23)cc(C(=O)OC)c1 | -16.1 | 0.94 | 2.65
CCOC(=O)C(C)n1nc(/C=C/c2ccc(OC)cc2)ccc1=O (stereo unspecified) | 31.7 | / | /
Brc1ccc(CSc2nnc(-c3ccco3)o2)cc1 | 24.1 | 0.02 | 0.31
O=C(NCC1(c2ccccc2)CCCC1)c1cccc(Br)c1 | -9.3 | -1.32 | -1.03
Cc1ccc(S(=O)(=O)Nc2nncs2)cc1 | / | 0.43 | -0.84
O=C(O)c1ccccc1-c1ccc(/C=c2\sc3nc4cc(Br)cnc4n3c2=O)o1 | / | 0 | -0.31
CCCc1nc(N)c(C#N)c(-c2ccco2)c1CC | -50.7 | -0.33 | -0.34
CCC1CCCCN1C(=O)Nc1ccc(F)cc1 (stereo unspecified) | 26.0 | 0.63 | 0.4
Cc1ccc(C)c(NC(=O)c2ccccc2O)c1 | / | -0.87 | -0.66
CN(C)CCNC(NC(=O)c1cccs1)C(Cl)(Cl)Cl (stereo unspecified) | / | 1.17 | 0.14
COc1ccccc1CNC(=O)CCc1nc2ccccc2c(=O)[nH]1 | 7.1 | -0.44 | -0.71
CCOC(=O)C1CCN(Cc2ccc(F)c(F)c2)CC1 | 35.5 | 0.69 | 0.61
CCOc1cc(C2C(C(=O)OC)=CN(C3CCCC3)C=C2C(=O)OC)cc(Br)c1O | -18.9 | -1.25 | -0.02
O=C(COC(=O)c1cccc(S(=O)(=O)N2CCc3ccccc32)c1)NC1CCS(=O)(=O)C1 (stereo unspecified) | -5.1 | 0.11 | -0.08
Cc1cc(Cl)c2ccccc2n1 | -34.6 | 0.85 | 0.37
CCNCc1cc(Cl)cc(OC)c1OC(C)C | -45.5 | 0.7 | 0.13
CCc1nnc(NC(=O)C2CC(=O)N(c3ccc(C)cc3)C2)s1 (stereo unspecified) | -6.1 | 0.3 | 0.17
c1ccc2c(c1)CCN(c1ncnc3nc[nH]c13)C2 | 50.0 | 1.46 | 1.22
N#CC1=C(O)C(c2ccccc2)n2c1nc(=O)c1ccccc12 (stereo unspecified) | -12.5 | 0.14 | -0.65
Cc1ccc(C2NC(=S)NC3=C2N2CCC3CC2)cc1 (stereo unspecified) | 15.4 | 0.47 | 0.18
N#C/C(=C\c1ccc[nH]1)S(=O)(=O)c1ccccc1 | -10.3 | -0.73 | -1.01
O=C(N1CCCCCC1)N1CCN(C(=O)N2CCCCC2)CC1 | -5.7 | 0.06 | -0.49
Cc1ccc(S(=O)(=O)NCC(=O)OCC(=O)N2CCc3ccccc32)cc1 | 30.3 | 0.36 | -0.66
COCC(=O)NCCc1nc(-c2ccccc2)cs1 | / | 0.13 | -0.61
CC(C)(C)c1ccc(-c2nnc(SCCN3C(=O)c4ccccc4C3=O)o2)cc1 | 35.7 | -0.86 | -1.01
CCOC(=O)Cc1csc(NC(=O)c2ccoc2C)n1 | -16.7 | 0.9 | 1.36
CCOC(=O)CSc1nnc(CNC(=O)Cc2ccccc2)n1-c1ccccc1OC | / | 0.63 | -0.69
Cc1cc(C)cc(C(=O)NCC(=O)OCc2cc([N+](=O)[O-])cc3c2OCOC3)c1 | 43.3 | 0.01 | -0.09
CC(NC(=O)CSc1ncnc2nc[nH]c12)c1ccccc1 (stereo unspecified) | -3.6 | 0.53 | -0.25
Oc1ccccc1CNc1ncc(Br)cc1Br | 2.6 | -2.08 | -1.17
O=C1CC(C(=O)NCc2ccccc2)C2(CCCC2)O1 (stereo unspecified) | -41.7 | 0.46 | 0.01
CCCCCCC1CCC(C(=O)N2CCOCC2)CC1 (stereo unspecified) | -25.0 | / | /
COc1ccc(-c2nn3c(-c4ccccn4)nnc3s2)cc1OC | -106.2 | -0.12 | -0.66
C1CN(CC23CC4CC(CC(C4)C2)C3)CCO1 | -248.8 | -1.15 | -0.66
COC(=O)[C@H](C)NC(=O)NC1CCN(Cc2ccccc2)CC1 | -186.7 | -0.19 | -0.85
NC1=NC2(CCCCC2)N=C(Nc2ccc(F)cc2F)N1 | 3.5 | 0.29 | -0.48
Cc1ccc(OCC(=O)Nc2ccc(C)c(S(=O)(=O)N3CCCCCC3)c2)c([N+](=O)[O-])n1 | -36.4 | / | /
CC(C)CC(OC(=O)c1nsc(Cl)c1Cl)C(=O)NCc1cccs1 (stereo unspecified) | 0.0 | -1.2 | -1.06
O=C(O)C1C2CC2CN1C(=O)c1ccc(Cl)cc1 (stereo unspecified) | -55.0 | / | /
Cc1ccc(S(=O)(=O)N(CC(=O)N2CCC(C(N)=O)CC2)c2cccc(C(F)(F)F)c2)cc1 | 2.7 | 0.91 | -0.2
CCCCNC(=O)c1cnc2n(c1=O)CCS2 | -24.7 | 0.14 | 0.27
O=C(c1cn[nH]c1)c1cc(F)ccc1O | / | 0.06 | -1.55
COCCCNC(=O)c1c(N)n(-c2ccc3c(c2)OCO3)c2nc3ccccc3nc12 | 20.0 | -1.34 | -0.94
Cn1c(SCC(=O)Nc2cc([N+](=O)[O-])ccc2F)nnc1C(F)(F)F | 34.4 | 2.01 | 2.33
O=C(Cc1ccc(Cl)cc1)Nc1ccc(NC(=O)c2cccs2)cc1 | -13.3 | / | /
COc1ccc(OC(C)C(=O)N2CCC(C)CC2)cc1 (stereo unspecified) | 34.3 | 0.74 | 0.34
O=P(C1=C(N2CCOCC2)/C(=C\c2ccccc2)CC1)(N1CCOCC1)N1CCOCC1 | / | 1.44 | -1.02
CSc1ncccc1C(=O)OCc1ccccc1F | / | -0.51 | -0.33

Whole records, quoted from the list. Screens in order: Insulin prom inh	SDO1 yeast rescue	SDO1 yeast rescue Rescue 24 h
`O=C(Cc1ccc(Cl)cc1)Nc1ccc(NC(=O)c2cccs2)cc1` is listed with -13.3	/	/
`O=C(O)C1C2CC2CN1C(=O)c1ccc(Cl)cc1` (stereo unspecified) is listed with -55.0	/	/
`COCCCNC(=O)c1c(N)n(-c2ccc3c(c2)OCO3)c2nc3ccccc3nc12` is listed with 20.0	-1.34	-0.94
`O=P(C1=C(N2CCOCC2)/C(=C\c2ccccc2)CC1)(N1CCOCC1)N1CCOCC1` is listed with /	1.44	-1.02
`CC(C)CC(OC(=O)c1nsc(Cl)c1Cl)C(=O)NCc1cccs1` (stereo unspecified) is listed with 0.0	-1.2	-1.06

Further records
canonical_smiles | Insulin prom inh | SDO1 yeast rescue | SDO1 yeast rescue Rescue 24 h
Cc1noc(C)c1C(c1ccccc1)S(=O)(=O)c1ccccc1 (stereo unspecified) | -15.4 | -0.18 | -0.47
Cc1sc2nc(C3CC3)nc(N3CCN(S(=O)(=O)c4ccc(F)cc4)CC3)c2c1C | -9.1 | -0.51 | 0.23
Cn1c(=O)c2c(nc(N3CCOCC3)n2C)n(C)c1=O | 0.0 | 0.06 | -0.03
N#CCCCSc1nnc(Cc2ccc3c(c2)OCO3)o1 | -356.2 | 0.53 | -0.38
COc1ccc(NC(=S)Nc2cnc3ccccc3c2)c(OC)c1 | 42.1 | / | /
Cc1nn(Cc2ccc(Cl)cc2)c(C)c1NC(=O)C1CC=CCC1C(=O)O (stereo unspecified) | 18.2 | 0.97 | 0.69
Cc1ccc2[nH]c(C)c(CCNC(=O)NC3CCCCC3)c2c1 | -33.3 | / | /
O=C(NCc1cccnc1)C1c2ccccc2C(=O)N1C1CCCCCCC1 (stereo unspecified) | -156.2 | 0.04 | -0.62
Cc1cc(C)nc(SCNC(=O)c2ccccc2)n1 | -27.8 | -0.05 | -0.48
Cc1cc(C(=O)O)c(CSc2ncn[nH]2)o1 | / | 0.08 | -1.26
O=CN1Cc2[nH]c3ccccc3c2N(c2ccc(Cl)cc2)C1=O | / | 0.88 | 1.17
CCc1nccn1S(=O)(=O)c1cc(Br)ccc1OC | -44.8 | 0.13 | -0.29
COc1ccc(-n2nc(C(=O)Nc3nc4ccc(OC)cc4s3)c3ccccc3c2=O)cc1 | / | 0.21 | 1.66
N#CC1=C(N)C(C#N)(C#N)C2(C(=O)Nc3ccccc32)C2CCCC=C12 (stereo unspecified) | 0.0 | 1.67 | 1.67
O=C(NC1(C(F)(F)F)C(=O)Nc2c1c(=O)[nH]c(=O)n2Cc1ccccc1)c1ccc(Cl)cc1Cl (stereo unspecified) | -97.1 | 0.37 | -0.38
CCOC(=O)c1sc(/N=C/N(C)C)nc1C | 21.1 | -0.13 | -0.2
CCC(C)Sc1nc2ccccc2n1CC(=O)O (stereo unspecified) | / | 0.1 | -0.06
O=C(Cn1cnc2ccccc2c1=O)Nc1ccc2c(c1)OCCO2 | / | 0.18 | 0.01
Cc1cccc(/C=N/NC(=O)Cn2nc(C)cc2C)n1 | 26.1 | -0.25 | -0.6
COC(=O)C(F)(F)Sc1c(C)[nH]c2ccccc12 | ? | 0.41 | 0.48
CC(=O)Nc1ccc(S(=O)(=O)N2CCCC2C(=O)O)cc1 (stereo unspecified) | -6.7 | 0.89 | -0.15
CCOC(=O)Cc1cc(=O)n2[nH]c(C)c(-c3ccccc3)c2n1 | -24.2 | 0.7 | 1.27
CCS(=O)(=O)N1N=C(c2cccc(NS(C)(=O)=O)c2)CC1c1ccc(C)cc1 (stereo unspecified) | -230.0 | / | /
O=c1sc2ccccc2n1CCOc1ccccc1 | -27.3 | -1.08 | -1.74
COC(=O)c1ccc(S(=O)(=O)NCc2cccc(OC)c2)n1C | / | -0.02 | -0.37
Cc1cc(NC(=O)c2cc(-c3ccccc3)on2)n(-c2ccccc2)n1 | 31.2 | -0.07 | 2.51
Cc1ccc(-c2nc(CSCC(=O)NCCN3CCN(Cc4ccccc4)CC3)c(C)o2)cc1 | / | -0.47 | -0.71
COc1ccccc1OCCCc1c(C)n[nH]c1C | 0.0 | -2.7 | -1.89
O=C(NCc1ccc(Cl)cc1)c1cc(=O)nc2sc(-c3ccccc3)nn12 | -16.7 | -0.87 | -0.31
CCn1nnc(NC(=O)COc2ccc(C3CCCCC3)cc2)n1 | -17.1 | -0.04 | -0.33
Cc1nn(Cc2ccc(Cl)c(Cl)c2)c(C)c1NC(=O)c1cn(-c2ccccc2)nc1-c1ccccc1 | -7.0 | -0.69 | -1.11
COc1ccc(C(=O)NCC(c2cccnc2)N2CCN(c3ccc(F)cc3)CC2)cc1OC (stereo unspecified) | / | 0.35 | 0.05
CCOCCn1c(COc2ccc(C)cc2)nc2ccccc21 | -11.1 | -0.86 | 0.33
COc1ccc(/C=C/C(=O)Nc2ccc(-c3nnc4n3CCCCC4)cc2)c(OC)c1 | -20.0 | 0.14 | -0.73
O=C(NCc1ccncc1)c1ccc(Cn2cc(C(F)(F)F)ccc2=O)cc1 | 14.3 | 1.52 | -0.15
O=C(CSc1nnc2c(n1)[nH]c1ccc(S(=O)(=O)N3CCOCC3)cc12)Nc1ccccc1Cl | 25.0 | / | /
O=c1c(-c2ccccc2)nc(-c2ccccc2)cn1O | 16.1 | 2.25 | 1.23
O=C(CCN1CCN(c2ccc(Cl)cc2)CC1)Nc1ccccc1F | / | 1.58 | 2.16
CS(=O)(=O)N1CCC(C(=O)Nc2ccc(Cl)c(C(F)(F)F)c2)CC1 | 39.5 | 0.41 | 0.52
CC(=O)c1ccc(N2CCN(C(=O)c3cc(C)on3)CC2)cc1 | -56.2 | -0.65 | -0.4
Cc1ccc(NS(=O)(=O)c2cccc(C(=O)O)c2)c(C)c1 | -50.0 | 0.29 | -0.48

Screens from PubChem BioAssay.

An unsorted share of the library. Share with any hit: about 0.99%.
